# NSD2 block: blocks human NSD2 histone methyltransferase activity. NSD2-SET H3K36me1 DELFIA fluorescence, biochemical. 0.07% of 44,000 active. AID 624260. inhibition, % at 12.5 µM; in the data active = inhibition above about 54%, passing the limit was not always enough; inconclusive = no clear call, values can overlap the other calls;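 also: inhibitors reduce the monomethyl H3K36 fluorescence signal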
# Target sequence (O96028 whole entry, looked up): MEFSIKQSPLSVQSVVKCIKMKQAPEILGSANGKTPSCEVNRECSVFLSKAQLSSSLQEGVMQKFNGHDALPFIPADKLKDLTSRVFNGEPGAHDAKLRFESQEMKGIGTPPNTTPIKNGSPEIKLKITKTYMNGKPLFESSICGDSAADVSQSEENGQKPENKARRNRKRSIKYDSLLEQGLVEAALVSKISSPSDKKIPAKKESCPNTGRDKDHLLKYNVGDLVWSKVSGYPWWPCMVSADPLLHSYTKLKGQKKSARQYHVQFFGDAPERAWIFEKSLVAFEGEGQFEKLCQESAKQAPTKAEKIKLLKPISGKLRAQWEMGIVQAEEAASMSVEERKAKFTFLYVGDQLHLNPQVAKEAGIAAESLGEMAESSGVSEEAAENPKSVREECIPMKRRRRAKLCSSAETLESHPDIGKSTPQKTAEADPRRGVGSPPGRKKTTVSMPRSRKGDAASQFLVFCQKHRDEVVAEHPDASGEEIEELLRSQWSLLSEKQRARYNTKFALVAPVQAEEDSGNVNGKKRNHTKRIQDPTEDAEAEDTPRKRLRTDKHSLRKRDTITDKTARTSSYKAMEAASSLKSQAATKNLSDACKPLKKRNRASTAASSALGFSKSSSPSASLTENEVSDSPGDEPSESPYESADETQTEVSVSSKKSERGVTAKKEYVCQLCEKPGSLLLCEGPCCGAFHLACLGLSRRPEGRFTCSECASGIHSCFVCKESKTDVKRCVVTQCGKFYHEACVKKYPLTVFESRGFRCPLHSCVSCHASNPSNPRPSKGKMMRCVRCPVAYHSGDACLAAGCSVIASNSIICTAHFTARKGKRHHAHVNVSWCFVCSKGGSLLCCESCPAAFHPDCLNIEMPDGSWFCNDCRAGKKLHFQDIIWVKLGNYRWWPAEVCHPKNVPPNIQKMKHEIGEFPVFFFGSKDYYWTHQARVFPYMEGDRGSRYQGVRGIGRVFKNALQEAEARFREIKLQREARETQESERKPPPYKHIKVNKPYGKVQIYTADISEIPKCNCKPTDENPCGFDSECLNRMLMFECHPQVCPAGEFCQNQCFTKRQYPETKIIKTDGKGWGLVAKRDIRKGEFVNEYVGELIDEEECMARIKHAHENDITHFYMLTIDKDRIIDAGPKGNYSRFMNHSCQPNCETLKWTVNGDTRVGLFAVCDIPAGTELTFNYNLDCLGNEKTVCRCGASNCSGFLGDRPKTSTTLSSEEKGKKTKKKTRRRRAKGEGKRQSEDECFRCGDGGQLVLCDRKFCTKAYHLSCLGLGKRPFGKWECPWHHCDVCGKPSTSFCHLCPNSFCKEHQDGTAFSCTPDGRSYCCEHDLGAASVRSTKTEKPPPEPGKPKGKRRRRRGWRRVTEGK
# The depositor's hits bear a star; ? = inconclusive. An excerpt (hit frequency here may not be typical).
> CC(C)NC(=O)N(C)C[C@H]1OCCCC[C@@H](C)Oc2ccc(NS(C)(=O)=O)cc2C(=O)N([C@@H](C)CO)C[C@@H]1C
  NSD2 block = 3

> C[C@H](CO)N1C[C@H](C)[C@H](CN(C)Cc2ccc(C(F)(F)F)cc2)Oc2c(NC(=O)c3ccncc3)cccc2C1=O
  NSD2 block = -1

> COc1ccc(NC(=O)O[C@H](c2ccc(OC)c(O)c2)[C@@H](CCO)OC)cc1
  NSD2 block = -1

> Cc1noc(C)c1NC(=O)N(C)C[C@@H]1Oc2ncc(C#Cc3ccc(C(F)(F)F)cc3)cc2C(=O)N([C@H](C)CO)C[C@@H]1C
  NSD2 block = 0

> C[C@@H]1CN([C@H](C)CO)C(=O)c2cc(-c3cccc(F)c3)cnc2O[C@@H]1CN(C)C(=O)Nc1cc(F)ccc1F
  NSD2 block = 1

> C[C@@H]1CCCCO[C@H](CN(C)C(=O)Nc2cccc3ccccc23)[C@@H](C)CN([C@H](C)CO)C(=O)c2cc(NC(=O)Nc3ccc(C(F)(F)F)cc3)ccc2O1
  NSD2 block = 2

> Cc1noc(C)c1NC(=O)Nc1ccc2c(c1)CC(=O)N([C@H](C)CO)C[C@@H](C)[C@@H](CN(C)C(=O)Nc1c(C)noc1C)O2
  NSD2 block = 0

> C=CCNC(=O)[C@@H]1[C@H]2C(=O)O[C@H](c3ccccc3)[C@H](c3ccccc3)N2[C@H](c2ccc(O)cc2)[C@@]12C(=O)Nc1ccc(C#CCCO)cc12
  NSD2 block = -1

> CN1CCN(C(=O)C[C@H]2CC[C@@H](NC(=O)Nc3ccccc3F)[C@@H](CO)O2)CC1
  NSD2 block = 8

> C[C@@H]1O[C@@H](Oc2ccc3c(=O)c(-c4ccc(O)cc4)coc3c2)[C@H](O)[C@H](O)[C@H]1O
  NSD2 block = 1

> COc1ccc(CN(C)C[C@H]2OCCCC[C@@H](C)Oc3ccc(NC(=O)C4CCCCC4)cc3C(=O)N([C@H](C)CO)C[C@H]2C)cc1
  NSD2 block = -3

> C[C@H](CO)N1C[C@H](C)[C@H](CN(C)Cc2cncnc2)Oc2cc(-c3cncnc3)ccc2S1(=O)=O
  NSD2 block = -1

> CCCN(C)C[C@H]1Oc2cc(C#Cc3ccc(F)cc3)ccc2S(=O)(=O)N([C@@H](C)CO)C[C@H]1C
  NSD2 block = -1

> C[C@@H]1CN([C@H](C)CO)C(=O)CCCn2cc(nn2)CO[C@@H]1CN(C)S(=O)(=O)c1cccc(C#N)c1
  NSD2 block = -4

> COc1ccc(S(=O)(=O)Nc2cccc3c2O[C@H](CN(C)Cc2ccc(Cl)c(Cl)c2)[C@@H](C)CN([C@@H](C)CO)C3=O)cc1
  NSD2 block = 10

> Cc1noc(C)c1NC(=O)Nc1ccc2c(c1)C(=O)N([C@H](C)CO)C[C@H](C)[C@@H](CN(C)S(=O)(=O)c1cn(C)cn1)O2
  NSD2 block = 1

> C[C@@H]1CN([C@H](C)CO)C(=O)Cc2cc(NC(=O)C3CCCCC3)ccc2O[C@H]1CN(C)C(=O)Nc1ccc2c(c1)OCO2
  NSD2 block = 9

> C[C@H]1CN([C@@H](C)CO)C(=O)c2cc(-c3ccc(C#N)cc3)cnc2O[C@H]1CN(C)C(=O)CN(C)C
  NSD2 block = -6

> C[C@H](CO)N1C[C@H](C)[C@@H](CN(C)Cc2ccc(-c3ccccc3)cc2)Oc2ccc(NC(=O)Cc3cn(C)c4ccccc34)cc2C1=O
  NSD2 block = -1

> O=C(O)c1cccc(-n2nnnc2SCc2ccccn2)c1
  NSD2 block = 1

> C[C@H](CO)N1C[C@H](C)[C@@H](CN(C)C(=O)Nc2ccccc2)Oc2c(NS(=O)(=O)c3cccs3)cccc2C1=O
  NSD2 block = -1

> C[C@H](CO)N1C[C@H](C)[C@H](CN(C)Cc2ccccc2)OCCCC[C@H](C)Oc2ccc(NC(=O)CCCN(C)C)cc2C1=O
  NSD2 block = -3

> COc1ccc(S(=O)(=O)N(C)C[C@H]2Oc3ccc(NS(=O)(=O)c4ccc(F)cc4)cc3C(=O)N([C@@H](C)CO)C[C@H]2C)cc1
  NSD2 block = 2

> CC(C)NC(=O)N(C)C[C@H]1Oc2ccc(NC(=O)Nc3ccc4c(c3)OCO4)cc2CC(=O)N([C@H](C)CO)C[C@H]1C
  NSD2 block = 9

> C[C@@H]1CC[C@]2(C(=O)OC3OC(COC4OC(CO)C(O[C@@H]5O[C@@H](C)[C@H](O)[C@@H](O)[C@H]5O)C(O)C4O)C(O)C(O)C3O)CC[C@]3(C)C(=CCC4[C@@]5(C)CC[C@@H](O)[C@](C)(C(=O)O)C5CC[C@]43C)C2[C@H]1C (stereo not given in full)
  NSD2 block = -7

> C[C@@H]1CN([C@@H](C)CO)C(=O)c2cc(C#CCN(C)C)cnc2O[C@@H]1CN(C)C
  NSD2 block = 33

> CC(C)CC#Cc1ccc2c(c1)O[C@@H](CN(C)C(=O)CC1CC1)[C@@H](C)CN([C@H](C)CO)S2(=O)=O
  NSD2 block = -3

> CNC[C@H]1Oc2c(NC(=O)Nc3ccccc3)cccc2C(=O)N([C@H](C)CO)C[C@@H]1C
  NSD2 block = 3

> CC(=O)N(C)C[C@@H]1Oc2ncc(-c3ccc(F)cc3)cc2C(=O)N([C@H](C)CO)C[C@H]1C
  NSD2 block = 1

> COCC(=O)N(C)C[C@@H]1Oc2cc(-c3cncnc3)ccc2S(=O)(=O)N([C@H](C)CO)C[C@H]1C
  NSD2 block = -5

> C[C@@H]1CN([C@@H](C)CO)C(=O)Cc2cc(NC(=O)Cc3cn(C)c4ccccc34)ccc2O[C@H]1CN(C)Cc1ccc(C(=O)O)cc1
  NSD2 block = 36

> C[C@H](CO)N1C[C@H](C)[C@H](CN(C)S(=O)(=O)c2ccccc2)Oc2ccc(NS(=O)(=O)c3ccccc3)cc2C1=O
  NSD2 block = -2

> CCCC#Cc1ccc2c(c1)O[C@H](CN(C)C(=O)NCCC)[C@H](C)CN([C@@H](C)CO)S2(=O)=O
  NSD2 block = 0

> O=C1CS(=O)(=O)C(c2ccccc2)N1c1ccc(Cl)cc1 (stereo not given)
  NSD2 block = 2

> CC(C)NC(=O)Nc1ccc2c(c1)C(=O)N([C@H](C)CO)C[C@H](C)[C@H](CN(C)Cc1ccccc1)O2
  NSD2 block = 0

> C[C@@H]1CN([C@@H](C)CO)C(=O)c2cc(C3=CCCC3)cnc2O[C@H]1CN(C)C(=O)c1ccccc1
  NSD2 block = 45

> C[C@H](CO)N1C[C@H](C)[C@H](CN(C)Cc2ccc(Oc3ccccc3)cc2)Oc2c(NS(C)(=O)=O)cccc2C1=O
  NSD2 block = -6

> COc1ccc(S(=O)(=O)Nc2ccc3c(c2)C(=O)N([C@H](C)CO)C[C@@H](C)[C@H](CN(C)C(=O)c2ccncc2)OCCCC[C@@H](C)O3)cc1
  NSD2 block = 1

> C[C@H](CO)N1C[C@H](C)[C@H](CN(C)Cc2ccc3c(c2)OCO3)Oc2ccc(NS(=O)(=O)c3ccccc3)cc2C1=O
  NSD2 block = 10

> C[C@H]1CN([C@@H](C)CO)C(=O)c2cc(NC(=O)Nc3cccc4ccccc34)ccc2O[C@H]1CN(C)S(=O)(=O)c1ccc(Cl)cc1
  NSD2 block = 2

> COc1ccccc1-c1cnc2c(c1)C(=O)N([C@@H](C)CO)C[C@H](C)[C@@H](CN(C)Cc1ccccc1)O2
  NSD2 block = 3

> C[C@H](CO)N1C[C@H](C)[C@@H](CN(C)S(=O)(=O)c2ccc(F)cc2)Oc2c(NC(=O)c3cnccn3)cccc2C1=O
  NSD2 block = -1

> C[C@H](CO)N1C[C@H](C)[C@@H](CN(C)Cc2ccc(C(=O)O)cc2)Oc2ccc(NC(=O)CCN3CCOCC3)cc2CC1=O
  NSD2 block = -2

> COc1ccc(NC(=O)N(C)C[C@@H]2OCCCC[C@@H](C)Oc3ccc(NS(=O)(=O)c4ccc(C)cc4)cc3C(=O)N([C@@H](C)CO)C[C@H]2C)cc1
  NSD2 block = -4

> COc1ccc(S(=O)(=O)Nc2ccc3c(c2)C(=O)N([C@@H](C)CO)C[C@@H](C)[C@H](CN(C)S(C)(=O)=O)O3)cc1
  NSD2 block = 2

> CC(C)NC(=O)N(C)C[C@@H]1Oc2ccc(NS(=O)(=O)c3cn(C)cn3)cc2C(=O)N([C@H](C)CO)C[C@@H]1C
  NSD2 block = 8

> C[C@H](CO)N1C[C@H](C)[C@H](CN(C)S(C)(=O)=O)Oc2ncc(-c3ccc(F)cc3)cc2C1=O
  NSD2 block = 2

> COCC#Cc1cnc2c(c1)C(=O)N([C@@H](C)CO)C[C@@H](C)[C@@H](CN(C)C(=O)Nc1ccccc1OC)O2
  NSD2 block = -4

> C[C@@H]1CN([C@H](C)CO)C(=O)c2cc(NC(=O)CCC(F)(F)F)ccc2O[C@@H]1CN(C)Cc1ccc(C(=O)O)cc1
  NSD2 block = 4

> CCCN(C)C[C@@H]1OCCCC[C@@H](C)Oc2ccc(NC(=O)C3CCCCC3)cc2C(=O)N([C@@H](C)CO)C[C@@H]1C
  NSD2 block = 3

> COc1ccc(NC(=O)N(C)C[C@@H]2OCCCC[C@@H](C)Oc3ccc(NS(=O)(=O)c4cccs4)cc3C(=O)N([C@H](C)CO)C[C@H]2C)cc1
  NSD2 block = -2

> COc1ccc(NC(=O)O[C@H]2[C@H](OC(=O)Nc3ccc4c(c3)OCO4)[C@@H](OC(=O)Nc3ccc4c(c3)OCO4)[C@@H](OC)O[C@@H]2CO)cc1
  NSD2 block = -5

> C[C@@H]1CN([C@@H](C)CO)C(=O)c2cc(/C=C/c3ccccc3)cnc2O[C@H]1CN(C)C(=O)c1ccncc1
  NSD2 block = -2

> O=C(Nc1ccc2c(c1)[C@@H]1C[C@@H](CC(=O)N3CCCCC3)O[C@@H](CO)[C@@H]1O2)c1ccc2c(c1)OCO2
  NSD2 block = 0

> COc1ccc(S(=O)(=O)Nc2ccc3c(c2)C(=O)N([C@@H](C)CO)C[C@H](C)[C@H](CN(C)Cc2ccc(-c4ccccc4)cc2)O3)cc1
  NSD2 block = 5

> C[C@@H]1CCCCO[C@H](CN(C)S(=O)(=O)c2ccccc2)[C@@H](C)CN([C@@H](C)CO)C(=O)c2cc(NC(=O)CCC(F)(F)F)ccc2O1
  NSD2 block = 0

> C[C@H](CO)N1C[C@H](C)[C@H](CN(C)Cc2ccc(C(=O)O)cc2)Oc2c(NS(=O)(=O)c3cccs3)cccc2C1=O
  NSD2 block = 0

> C[C@@H]1CN([C@H](C)CO)C(=O)c2cc(-c3ccc(F)cc3)cnc2O[C@H]1CN(C)CC1CCOCC1
  NSD2 block = 3

> COC(=O)[C@H]1[C@H]2C[C@@H]3c4[nH]c5cc(OC)ccc5c4CCN3C[C@H]2C[C@@H](OC(=O)/C=C/c2cc(OC)c(OC)c(OC)c2)[C@@H]1OC
  NSD2 block = 1

> C[C@@H]1CN([C@@H](C)CO)C(=O)c2cc(NC(=O)Nc3ccc(C(F)(F)F)cc3)ccc2O[C@@H](C)CCCCO[C@H]1CN(C)C
  NSD2 block = 6

> CN1CCN(C(=O)C[C@@H]2C[C@@H]3c4cc(NC(=O)Nc5ccc(C(F)(F)F)cc5)ccc4O[C@@H]3[C@@H](CO)O2)CC1
  NSD2 block = ?

> COc1ccc(CN(C)C[C@@H]2OCCCC[C@H](C)Oc3ccc(NS(=O)(=O)c4ccc(F)cc4)cc3C(=O)N([C@@H](C)CO)C[C@H]2C)cc1
  NSD2 block = 0

> Cc1noc(C)c1S(=O)(=O)N(C)C[C@@H]1Oc2ccc(NS(=O)(=O)c3cn(C)cn3)cc2CC(=O)N([C@H](C)CO)C[C@H]1C
  NSD2 block = 2

> C[C@H](CO)N1C[C@H](C)[C@H](CN(C)Cc2ccccc2)Oc2ccc(NC(=O)c3ccncc3)cc2CC1=O
  NSD2 block = 0

> C[C@H](CO)N1C[C@H](C)[C@@H](CN(C)S(=O)(=O)c2cccs2)Oc2ccc(NC(=O)c3ccncc3)cc2C1=O
  NSD2 block = 0

> C[C@@H]1CN([C@@H](C)CO)S(=O)(=O)c2ccc(-c3ccccc3)cc2O[C@@H]1CN(C)C(=O)C1CC1
  NSD2 block = -8

> O=C(C1=C[C@H](C2CC2)C[C@H](OCCCCO)O1)N1CCOCC1
  NSD2 block = -1

> C[C@@H]1CN([C@H](C)CO)S(=O)(=O)c2ccc(-c3ccc(C#N)cc3)cc2O[C@H]1CN(C)Cc1ccccn1
  NSD2 block = 2

> COc1cc(/C=C/c2cc(O)cc(O)c2)ccc1O[C@@H]1O[C@H](CO)[C@@H](O)[C@H](O)[C@H]1O
  NSD2 block = -1

> C[C@@H]1CN([C@@H](C)CO)C(=O)CCCn2nncc2CO[C@@H]1CN(C)Cc1ccncc1
  NSD2 block = -4

# An excerpt from further up:
> COc1ccc(CN(C)C[C@@H]2OCCCC[C@H](C)Oc3ccc(NS(=O)(=O)c4ccc(F)cc4)cc3C(=O)N([C@@H](C)CO)C[C@H]2C)cc1
  NSD2 block = 0

> Cc1noc(C)c1S(=O)(=O)N(C)C[C@@H]1Oc2ccc(NS(=O)(=O)c3cn(C)cn3)cc2CC(=O)N([C@H](C)CO)C[C@H]1C
  NSD2 block = 2

> C[C@H](CO)N1C[C@H](C)[C@H](CN(C)Cc2ccccc2)Oc2ccc(NC(=O)c3ccncc3)cc2CC1=O
  NSD2 block = 0

> C[C@H](CO)N1C[C@H](C)[C@@H](CN(C)S(=O)(=O)c2cccs2)Oc2ccc(NC(=O)c3ccncc3)cc2C1=O
  NSD2 block = 0

# Next part
> C[C@H]1CN([C@@H](C)CO)C(=O)c2cc(C#CC3CCCC3)cnc2O[C@H]1CN(C)C(=O)Cc1ccccn1
  NSD2 block = -10

> COc1ccc(S(=O)(=O)Nc2ccc3c(c2)CC(=O)N([C@H](C)CO)C[C@@H](C)[C@H](CN(C)C(=O)Nc2ccccc2)O3)cc1
  NSD2 block = 4

> C[C@@H]1CN([C@H](C)CO)C(=O)CCCn2nncc2CO[C@H]1CN(C)Cc1ccc2cccnc2c1
  NSD2 block = 0

> O=C(NCc1csc(-c2cccs2)n1)c1ccno1
  NSD2 block = -5

> C[C@H](CO)N1C[C@H](C)[C@H](CN(C)C(=O)NC2CCCCC2)Oc2ccc(NC(=O)Nc3ccccc3)cc2C1=O
  NSD2 block = -2

> C[C@@H]1CN([C@H](C)CO)C(=O)Cc2cc(N(C)C)ccc2O[C@@H]1CN(C)C(=O)Nc1ccc(C(F)(F)F)cc1
  NSD2 block = 1

# Compound activity: PubChem, Broad Institute
